# High-throughput results as filed in PubChem BioAssay.
# Dyrk1A ADPGlo: rat Dyrk1A kinase inhibitors, primary screen, biochemical, single point, plate reader. Dual specificity tyrosine-phosphorylation-regulated kinase 1A (Rattus norvegicus), Q63470. ADP-Glo luminescence, NFATc1 peptide. inhibition, % at 12.5 µM. 310,000 compounds, 0.43% hits. AID 504441, 2011; in the data active means inhibition above about 50%;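 further: plate controls were vehicle with enzyme for no effect and no enzyme for full effect; many of its hits are not listed in these tables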
# KCNK3 block: human KCNK3 channel inhibitors, primary screen, CHO cells, FluxOR thallium flux, B-score | B-score at 10 µM | 340,000 compounds, 0.84% hits | FluxOR fluorescence; hits give low values | Potassium channel subfamily K member 3 (Homo sapiens), O14649;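 active means B-score under library mean minus 4 SD, starting fluorescence ratio at most library mean plus 5 SD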;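 further: more negative B-score means stronger inhibition of thallium flux through KCNK3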
# Target sequence (O14649 whole entry, looked up): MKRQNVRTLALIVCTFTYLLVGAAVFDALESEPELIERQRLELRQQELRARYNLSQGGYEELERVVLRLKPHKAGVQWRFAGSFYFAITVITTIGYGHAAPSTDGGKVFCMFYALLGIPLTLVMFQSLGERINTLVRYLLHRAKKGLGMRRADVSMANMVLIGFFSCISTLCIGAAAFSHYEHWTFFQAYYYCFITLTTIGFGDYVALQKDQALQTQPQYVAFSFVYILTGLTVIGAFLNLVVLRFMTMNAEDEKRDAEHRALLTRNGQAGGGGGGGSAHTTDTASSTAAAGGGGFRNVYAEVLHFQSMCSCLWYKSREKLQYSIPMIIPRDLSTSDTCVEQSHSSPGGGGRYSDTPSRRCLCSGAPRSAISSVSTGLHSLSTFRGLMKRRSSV
# The depositor's hits bear a star; i = inactive.
SMILES,Dyrk1A ADPGlo,KCNK3 block
O=C(CNC(=O)c1ccc(Br)o1)Nc1ccc(N2CCCCCC2)cc1,9.0,i
COc1ccc2nc(SC(C)C(=O)NC3CCCC3)[nH]c2c1 (stereo not given),17.4,i
Cc1ccc(S(=O)(=O)Nc2ccc3ccccc3c2)cc1,-3.6,i
Cc1cc(NC(=O)COC(=O)[C@H](Cc2ccccc2)NC(=O)c2ccco2)no1,-1.8,i
COc1ccc(C2CC(c3ccccc3Br)=NN2c2ccc(S(N)(=O)=O)cc2)cc1 (stereo not given),-2.8,i
CCCCCCCC(=O)O,4.6,i
Cc1ccc(NC(=O)COC(=O)c2ccc(C)c(S(=O)(=O)N3CCOCC3)c2)cc1,0.7,i
c1ccc2n[nH]nc2c1,3.4,i
Cc1ccc(N2C(=O)N(CC(=O)N3c4ccccc4CC3C)C(=O)C2C)cc1 (stereo not given),-2.8,i
Cc1ccc(S(=O)(=O)Oc2ccccc2)cc1,-1.1,i
O=C(O)c1ccc(NS(=O)(=O)c2ccc3c(c2)C2C=CCC2C(c2ccccc2F)N3)cc1 (stereo not given),-3.0,i
COc1cccc(C(=O)OCC(=O)NC2CCCc3ccccc32)c1O (stereo not given),-2.6,i

# Complete entries, looked up by structure. Order of values: Dyrk1A ADPGlo, KCNK3 block
# Cc1ccc(NC(=O)COC(=O)c2ccc(C)c(S(=O)(=O)N3CCOCC3)c2)cc1 as listed: 0.7, i
# O=C(O)c1ccc(NS(=O)(=O)c2ccc3c(c2)C2C=CCC2C(c2ccccc2F)N3)cc1 (stereo not given) as listed: -3.0, i
# CCCCCCCC(=O)O as listed: 4.6, i
# COc1ccc(C2CC(c3ccccc3Br)=NN2c2ccc(S(N)(=O)=O)cc2)cc1 (stereo not given) as listed: -2.8, i

# Next part
SMILES,Dyrk1A ADPGlo,KCNK3 block
O=C(CSc1nnc(Cn2c(=O)sc3ccccc32)n1-c1ccccc1)N1CCCC1,1.3,i
N#CC1=C(N)Oc2cc(N)ccc2C1c1ccccc1 (stereo not given),0.0,i
CN(C(=O)CSc1nnc(-c2cccs2)n1C1CC1)C1CCS(=O)(=O)C1 (stereo not given),-14.7,i
CN(Cc1ccccc1Cl)C(=O)CCNC(=O)c1ccco1,11.2,i
COc1ccc(-c2nc(SC(C)C(=O)NC3CC3)n[nH]2)cc1 (stereo not given),-4.4,i
Cc1nn(-c2ccccc2)c(Cl)c1C(=O)OCC(=O)NCCc1ccc(S(N)(=O)=O)cc1,-4.5,i
Cc1cc2c(c(C)c1Cl)C(c1ccc3c(c1)OCO3)CC(=O)O2 (stereo not given),1.9,i
Cc1ccc(NC(=O)CC2Oc3ccc(C)cc3NC2=O)cc1 (stereo not given),11.3,i
Cc1noc(C)c1COc1ccc(C(=O)N2CCN(c3cccc(Cl)c3)CC2)cc1,6.8,i
CCN(CC(=O)Nc1ccc(NC(C)=O)cc1)C(=O)c1ccc(N2CCCC2)c([N+](=O)[O-])c1,-3.4,i
O=C(c1ccc(NS(=O)(=O)c2ccc(Cl)c(Cl)c2)cc1)N1CCOCC1,0.7,i
O=C1c2ccccc2[C@@H]2C[C@@H](O)[C@H](Nc3ccccc3)CCN12,1.2,i
COc1ccc(/C=C2/CCCC(CN(C)C)C2=O)cc1 (stereo not given),-0.7,i
C/C(CC(=O)Nc1ccc(C)c(Cl)c1)=N\NC(=O)c1ccncc1,2.8,i
CC1(C)N=C(N)NC(Nc2ccc(Cl)cc2)=N1,8.2,i
O=C1Cc2c(-c3ccccc3)cc(-c3cccc(Cl)c3)nc2-c2ccccc2N1,9.1,i
CCCNc1ncc2c(=O)[nH][nH]c(=O)c2n1,-5.4,i
O=C(O)c1cccc(S(=O)(=O)Nc2cccc(S(=O)(=O)Nc3ccc(Br)cc3)c2)c1,-5.3,i
O=C(CN1CCN(Cc2ccccc2)CC1)c1ccc(Br)cc1,-18.5,i
Nc1ncc2[nH]c(N)nc2n1,2.4,i
O=C(c1ccc(Cl)cc1)C1CCN(C(=S)Nc2ccccc2)CC1,-6.8,i
CCCCCCCCCCCC1N=C(N)NC(CCCO)=C1C(=O)OC (stereo not given),2.6,i
COc1ccc(Cl)cc1NC(=O)c1cccc([N+](=O)[O-])c1O,-0.8,i
C=C1c2cccc(C(F)(F)F)c2O[C@H](C(=O)OCC)[C@H]1OC,-1.7,i
O=C(Cc1ccc([N+](=O)[O-])cc1)c1ccccc1,-1.1,i
CCCN(CC(=O)Nc1ccccc1C)C(=O)CCCNC(=O)c1ccc(Cl)cc1,-6.8,i
Cc1cccc(C)c1NC(=O)CN1CCCC1,-0.6,i
O=C(COC(=O)CNC(=O)c1ccccc1)NC1CCCC1,-4.4,i
O=S(=O)(CCc1ccccc1)CS(=O)(=O)CCc1ccccc1,-1.6,i
C#CCOCCOCCOCCNc1nc(N2CCN(C(=O)[C@H](C(C)C)n3cc(CCO)nn3)CC2)nc(N2CCN(C(=O)[C@H](Cc3ccc(O)cc3)n3cc(CCO)nn3)CC2)n1,0.0,i
O=C(CSC1=Nc2ccccc2C2CC=NN12)Nc1ccc2c(c1)OCO2 (stereo not given),9.2,i
COc1ccc(C2c3cc(OC)c(OC)cc3CC3C(=O)OCC32)cc1OC (stereo not given),-2.9,i
O=C(CSc1ccc(Cl)cc1)OCC(=O)N1CCN(c2ccccc2)CC1,1.6,i
CC[C@]12c3[nH]c4cc(CCC(=O)N(C)C)ccc4c3CCN1C(=O)[C@@H](CC(=O)NCc1cccc(C(F)(F)F)c1)C[C@@H]2C(=O)N1CCN(C(=O)C2CC2)CC1,1.0,i
C[C@]12c3[nH]c4cc(-c5ccco5)ccc4c3CCN1C(=O)[C@@H](CC(=O)NCCc1ccccn1)C[C@@H]2C(=O)N1CCCCC1,26.7,i
O=[N+]([O-])c1cc2ccccc2nc1-c1ccccc1,6.6,i
c1ccc(CCc2cccnc2)cc1,-5.6,i
COCC(=O)N(C)C[C@H]1N[C@@](C)(C(=O)OC)[C@H]2C(=O)N(Cc3ccccc3)C(=O)[C@@H]12,-5.4,i
COc1cccc(-n2c(Cc3cc(=O)[nH]c(=O)[nH]3)nnc2SCC(=O)NC2CCCCC2)c1,-4.4,i
CN(Cc1ccccc1)C(=O)c1cccc(NC(=O)Cc2ccc(NC(=O)C3CCN(C(=O)C4CCC4)CC3)cc2)c1,0.7,i
Nc1cccc(C#Cc2ccc3c(c2)C(=O)/C(=C/c2ccsc2)O3)c1,-4.0,i
Cc1cc(NS(=O)(=O)c2ccc(NC(=O)Cc3ccc(Cl)c(Cl)c3)cc2)no1,-3.7,i
CC(=O)N1CCN(C(=O)c2cccc(S(=O)(=O)N3CCOCC3)c2)CC1,1.2,i
O=C(OCc1ccccc1)N1C=CC2CC1c1c(Cl)cccc12 (stereo not given),-2.7,i
COc1ccc(CC(=O)N[C@@H]2c3ccccc3CC[C@@H]2OCc2ccccc2)cc1,-1.8,i
CCCC(CC)Sc1nc2c([nH]1)c(=S)n(C)c(=O)n2C (stereo not given),-0.5,i
CCN1C[C@@H]2[C@@H]3C(=O)N(C)C(=O)[C@@H]3[C@](C)(C1=O)N2C(=O)c1ccc(F)cc1,2.3,i
CCOC(=O)C1(NC(=O)C2(NC(=O)CN3C(=O)c4ccccc4C3=O)CCCC2)CCCC1,-1.0,i
CC(=O)OCC1OC(n2c3c(cc(C#N)c2=S)CCCC3)C(OC(C)=O)C(OC(C)=O)C1OC(C)=O (stereo not given),3.6,i
CCOc1cc(C=NN=C2c3ccccc3-c3ccccc32)ccc1O,-0.4,i
COc1ccc2[nH]c3c(c2c1)CCN1C(=O)C(CC(=O)NCCN2CCOCC2)C[C@H](C(=O)N2CCCCC2)[C@@]31C (stereo not given in full),-5.1,i
O=C(Nc1nc2cc3c(cc2s1)OCCO3)C1CCCCC1,22.6,i
O=C(CCN1CCN(c2ccccc2)CC1)NNC(=O)Cc1ccc(Br)cc1,-3.7,i
O=C(COc1ccc(S(=O)(=O)N2CCCC2)cc1[N+](=O)[O-])N1CCCC1,0.4,i
N#Cc1ccc(C(=O)OCC(=O)NC(=O)NC2CCCCC2)cc1,-2.8,i
CCOC(=O)N1C2c3ccccc3C(c3ccccc32)N1C(=O)OCC,9.6,i
COc1ccccc1N1CCN(C(=O)CSc2nnnn2C2CC2)CC1,-9.3,i
COC(=O)C1=C(NC(=O)C2CCCCC2)CCS1,-3.5,i
CC1C(c2ccc3c(c2)OCO3)c2cc3c(cc2OC1N1CCOCC1)OCO3 (stereo not given),2.7,i
CCCCN(C(=O)c1sc2nc3n(c(=O)c2c1C)CCC3)c1c(N)n(CC(C)C)c(=O)[nH]c1=O,-3.0,i

# More entries:
SMILES,Dyrk1A ADPGlo,KCNK3 block
COc1cccc(C(=O)Nc2cc(S(=O)(=O)N3CCOCC3)ccc2N2CCOCC2)c1,-4.8,i
O=C1C=C(NS(=O)(=O)c2ccccc2)C(=O)c2ccccc21,0.2,i
Oc1ccc(Cl)cc1CNC1CCCCC1,-1.8,i
COCc1ccc(C(=O)OC(C)C(=O)Nc2c(C)n(C)n(-c3ccccc3)c2=O)cc1 (stereo not given),4.1,i
O=C(COc1ccc(Br)cc1)N1CCN(c2ncccn2)CC1,-4.7,i
CSc1cnnc2ccccc12,0.2,i
CCCCNC1=CC(=O)C(NCCCC)=CC1=O,-4.1,i
CC(C)(C)NCCC(O)c1cc(C(F)(F)F)nc2c(C(F)(F)F)cccc12 (stereo not given),-1.0,i
CC(C)CCC1(CCO)C(=O)N=C(N)NC1=O (stereo not given),-3.5,i
CC1(C)SC2C(NC(=O)C3(N)CCCCC3)C(=O)N2C1C(=O)O (stereo not given),-4.4,i
OC[C@@H]1[C@@H](c2ccccc2)C(c2cccc(Cl)c2)=NN1c1ccccc1,2.5,i
O=C1CCC[C@@H]2C[C@@]3(C[C@@H]4CCN1[C@H]24)Nc1cc(Cl)c(Cl)cc1NC3=NCc1ccccc1,0.2,i
CCCCCCCCCC(=O)N[C@@H]1c2cc(OC)c(OC)cc2C[C@H]1OCc1ccccc1,1.3,i
COc1cc(-c2cccc([C@H]3[C@@H]4C=CC[C@@H](C)[C@@H]4C(=O)N3Cc3ccccc3)c2)cc(OC)c1OC,-0.6,i
CCC(=O)N1CCc2cc(Br)c(S(=O)(=O)NCCN3CCCCC3CC)cc21 (stereo not given),-0.2,i
COc1ccc(/C=C/C(=O)NC(=S)Nc2ccc(S(=O)(=O)Nc3cc(OC)ncn3)cc2)cc1,0.2,i
CCCN(CC(=O)Nc1ccccc1OC)C(=O)CNC(=O)c1ccc(C)s1,-3.7,i
Cn1c(Cn2c(=O)sc3ccccc32)nnc1SCC(=O)NCc1ccccc1,5.6,i
O=C1NC(=O)C2(Br)Nc3ccc(Br)cc3C(=O)C2N1 (stereo not given),0.9,i
CCN1C[C@@H]2[C@@H]3C(=O)N(C)C(=O)[C@@H]3[C@](Cc3ccccc3)(C1=O)N2C(=O)c1ccc(Br)cc1,-8.8,i
O=C1c2ccccc2C(=O)N1OCCCN1C(=O)c2ccccc2S1(=O)=O,-2.6,i
CCN(CC(=O)Nc1ccc(NC(C)=O)cc1)C(=O)c1c(C)nn(Cc2ccc(C)cc2)c1Cl,6.1,i
O=C(O)CN1C(=O)/C(=C/c2ccc(SCc3ccccc3)o2)SC1=S,-1.0,i
CCN(CC)c1ccc(C(=C2C=CC(=[N+](CC)CC)C=C2)c2ccccc2)cc1,-1.8,i
CNC(=O)COc1ncnc2sccc12,-9.4,i
O=C(NNC(=O)c1ccncc1)Nc1ccc(Br)cc1,-2.5,i
CN(C)C(=O)CCc1ccc2c3c([nH]c2c1)[C@]1(C)[C@@H](C(=O)N2CCOCC2)C[C@H](CC(=O)NCCCn2ccnc2)C(=O)N1CC3,-1.8,i
CCc1noc(C)c1C(=O)OCC(=O)NCCc1ccc(OC)cc1,9.2,i
NC(=O)c1nccc2ccccc12,3.7,i
Cc1ccnc(NC(=O)c2cccc(NC(=O)c3ccc(Cl)c(Cl)c3)c2)c1,-5.6,i
COc1ccc(Cl)cc1NC(=O)c1cccc(-n2cnnn2)c1,2.2,i
O=C1C=CC2=C3c4cc(O)c(O)cc4CC3(O)COC2=C1O (stereo not given),26.8,i
CC(=O)N[C@@H](Cc1c[nH]c2ccccc12)C(=O)OCC(=O)Nc1cc(C)on1,-2.4,i
CC(=NNC(=O)CSCC(=O)NN=C(C)c1ccccc1)c1ccccc1,-2.1,i
CC(C)Cn1c(N)c(C(=O)COC(=O)c2cccc(F)c2)c(=O)n(C)c1=O,5.3,i
COc1ccc(CNC(=O)COC(=O)CC(NC(N)=O)c2ccc(Cl)cc2)cc1OC (stereo not given),-1.9,i

# The closing two compounds of the part before are carried over, then new ones follow:
SMILES,Dyrk1A ADPGlo,KCNK3 block
CC(C)Cn1c(N)c(C(=O)COC(=O)c2cccc(F)c2)c(=O)n(C)c1=O,5.3,i
COc1ccc(CNC(=O)COC(=O)CC(NC(N)=O)c2ccc(Cl)cc2)cc1OC (stereo not given),-1.9,i
Clc1cccc(N2CCN(CCCN3CCN(c4ccccc4)CC3)CC2)c1,0.3,i
Cc1ccc(-c2c(C)sc3nc(CN4CCN(CC(=O)NC5CC5)CC4)[nH]c(=O)c23)cc1,6.7,i
CCN(CC)c1ccc(NC(=O)COC(=O)Cc2ccsc2)cc1,5.2,i
Oc1ccc(-c2csc(Nc3ccc4c(c3)OCO4)n2)c(O)c1,43.8,i
Cc1ccccc1NC(=O)C1=CC=CN2CCS(=O)(=O)N=C12,11.1,i
O=C(COC(=O)c1ccc2ccccc2n1)NC1CCCCC1,-0.4,i
COc1ccc(C(CNC(=O)c2ccc(C)c(S(=O)(=O)N3CCOCC3)c2)N2CCCC2)cc1 (stereo not given),-2.2,i

# A portion of the library (hit frequency here may not be typical).
